iPSC survival up – increases survival of single human iPS cells; 0.044% of 360,000 active; survival enhancement, % at 20 µM; hiPSC single-cell survival, ATPlite luminescence; 100% = ROCK inhibitor wells, 0% = DMSO; in the data active = survival enhancement above about 18%;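 note: cells exposed to compounds for 16 hours before the ATP read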
H9c2 protect – myocardial damage modulation in H9c2 cells | protection from H2O2 cell death, % at 20 µM | 0.63% of 360,000 active | H9c2 cardiomyocytes, H2O2 injury protection, ATPLite, 2 h;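 active = compounds giving at least 50% protection of heart cells from peroxide-induced death in the single-dose screen, raw or plate-pattern-corrected value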;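 note: 0% = DMSO wells with peroxide and 100% = DMSO wells without peroxide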
Peg3 promoter – inhibitors of Peg3 promoter | HeLa PEG-Prom luciferase reporter, luminescence, overnight | AID 588405 | 1.7% of 360,000 active | inhibition, % at 20 µM;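 active = inhibition of at least 50% at 20 µM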
CaV13 ICDI inh – Disruptors of the CACNA1D IQ motif to Ca2+-dependent inactivation inhibitor domain association, primary screening, Förster resonance energy transfer in intact living … | HEK cells, CFP/YFP FRET ICDI-IQ, plate reader, 10 min; percent FRET-ratio fall versus neutral wells | 0.098% of 340,000 active | inhibition, % at 12.3 µM;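 active = mean replicate inhibition of at least 30% and at least 1% of replicates passing that level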;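 note: 0% = median of the neutral control wells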
Shn3 3UTR inh – inhibitors of Schnurri-3 3'UTR reporter in osteoblasts | inhibition, % at 12.5 µM | 0.52% of 360,000 active | Clone20 osteoblast Shn3 3'UTR firefly luciferase, 24 h;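 active = mean inhibition of at least 75% with every replicate also reaching 75%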;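 note: 0% = median of neutral control wells and 100% = pilot-screen positive control compound; some compounds past the cut are filed as inactive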
TRPM1 prom inh – inhibitors of MITF-driven TRPM1 promoter in melanoma cells | SK-MEL-5 TRPM1 promoter luciferase, 24 h | inhibition, % at 12.5 µM | 0.83% of 330,000 active | AID 488899;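 active = mean inhibition across replicates of 60% or more, whatever share of single replicates reaches that level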; note: values of inactives mirror those of a sister screen read the other way
PDI inh – inhibitors of human protein disulfide isomerase; P07237; PDI insulin aggregation turbidity, A650, 90 min; inhibition, % at 10 µM; 0.052% of 350,000 active; AID 588391;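 active = mean inhibition across replicates of 30% or more, whatever share of single replicates reach that level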;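 note: absorbance from insulin aggregation driven by PDI reduction with DTT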
m5-HT2A agonist – activates the mouse 5-HT2A serotonin receptor; CHO-K1 mHTR2A beta-arrestin complementation, luminescence; percent of 30 µM serotonin response; activation, % at 7.6 µM; 0.66% of 360,000 active; AID 624169;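 active = activation above a run cutoff, the mean activation of all tested compounds plus 3 SD, cut at about 14% in these data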;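 note: 0% = plate median of compound wells and 100% = 30 µM serotonin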
Target sequence (P35363 whole entry, looked up): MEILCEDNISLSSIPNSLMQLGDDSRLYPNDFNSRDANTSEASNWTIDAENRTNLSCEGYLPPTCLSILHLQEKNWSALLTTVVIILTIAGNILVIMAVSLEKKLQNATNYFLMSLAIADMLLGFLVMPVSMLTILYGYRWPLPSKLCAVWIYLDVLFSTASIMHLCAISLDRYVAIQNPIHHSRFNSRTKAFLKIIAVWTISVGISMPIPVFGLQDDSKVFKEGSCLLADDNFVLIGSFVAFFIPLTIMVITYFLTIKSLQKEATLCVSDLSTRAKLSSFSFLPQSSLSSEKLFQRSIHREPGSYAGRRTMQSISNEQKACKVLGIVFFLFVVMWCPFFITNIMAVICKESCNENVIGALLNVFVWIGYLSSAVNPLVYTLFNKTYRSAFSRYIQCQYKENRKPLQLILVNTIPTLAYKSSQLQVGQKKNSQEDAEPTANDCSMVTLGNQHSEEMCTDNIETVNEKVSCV
HIF-2a block – inhibitors of HIF-2a; 786-0 RCC cells HIF-2a reporter, luciferase luminescence, overnight; inhibition, % at 18.8 µM; 0.72% of 360,000 active; AID 624352;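 active = inhibition of the luminescence signal of 40% or more relative to plate controls, in a single-dose primary screen at 18.75 µM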
NR2E3 ag-1 – agonists of human NR2E3 nuclear receptor. Q9Y5X4. CHO-S Gal4-NCOR/VP16-NR2E3 two-hybrid, luciferase. inhibition of corepressor binding, % at 3.98 µM. 0.35% of 360,000 active. AID 602229;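 active = inhibition above the mean of all tested compounds plus 3 SD, cut at about 70% in these data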;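 note: 0% = DMSO with NR2E3 transfected cells and 100% = cells lacking NR2E3 construct; higher means lower luciferase signal from less NR2E3 corepressor binding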
Target sequence (Q9Y5X4 whole entry, looked up, the tested form may be a part): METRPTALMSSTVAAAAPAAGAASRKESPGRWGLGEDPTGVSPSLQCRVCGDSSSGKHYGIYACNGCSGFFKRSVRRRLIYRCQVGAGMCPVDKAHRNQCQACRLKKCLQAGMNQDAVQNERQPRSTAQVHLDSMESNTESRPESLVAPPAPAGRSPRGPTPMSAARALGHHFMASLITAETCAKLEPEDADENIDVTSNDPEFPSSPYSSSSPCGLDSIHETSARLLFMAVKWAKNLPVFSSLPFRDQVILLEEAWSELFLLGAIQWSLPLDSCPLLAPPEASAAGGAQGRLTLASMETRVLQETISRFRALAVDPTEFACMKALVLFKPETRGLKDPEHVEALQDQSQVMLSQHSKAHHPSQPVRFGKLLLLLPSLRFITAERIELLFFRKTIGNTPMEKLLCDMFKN
NR2E3 ag-2 – NR2E3 (human) agonism. Q9Y5X4. GST-NR2E3/biotin-RetCOR TR-FRET, 1536-well. inhibition of corepressor binding, % at 4.78 µM. 0.12% of 320,000 active. AID 2300;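 active = percent inhibition above the cutoff of mean plus 3 SD of all tested compounds, set per screening campaign, cut at about 20% in these data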;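 note: 0% = DMSO wells and 100% = biotin wells as full block of FRET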
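Material: NR2E3–RetCOR corepressor complex | Quantity: 1.35 nM GST-tagged NR2E3 final | Schedule: 5 h at 4 °C | Replication: Singlicate compound wells | Reagent: RetCOR corepressor, biotinylated, 7 nM | Controls: Biotin wells as high control, 0.6% DMSO wells as low control | Signal: TR-FRET, Eu(K)-anti-GST donor, streptavidin-D2 acceptor, ex 340, em 617/671 nm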
The depositor's hits bear a star; . = no result given. This is a random part of the collection (roughly 3.9% active in at least one column).

SMILES	iPSC survival up	H9c2 protect	Peg3 promoter	CaV13 ICDI inh	Shn3 3UTR inh	TRPM1 prom inh	PDI inh	m5-HT2A agonist	HIF-2a block	NR2E3 ag-1	NR2E3 ag-2
CC(=C\c1ccccc1)/C=C1/SC(=S)N(CCC(=O)O)C1=O	0.0	-2	-34	-24	5	5	0	-1	81*	13	3
Cc1ccc2cccc(SCC(=O)N3CCOCC3)c2n1	-2.0	8	8	1	-14	-7	-3	-3	16	0	-1
O=C(Nc1ccc(N2CCOCC2)c(Cl)c1)c1cc2ccccc2o1	-4.9	4	-91	.	-7	-48	-3	1	-264	-100	-1
CN(C)S(=O)(=O)c1cccc(NC(=S)N/N=C/C(=O)c2ccccc2)c1	-0.7	26	2	-5	19	-6	0	-2	4	-7	-1
CCOC(=O)COn1c(=O)c(-c2ccc(F)cc2)[n+]([O-])c2ccccc21	0.2	5	-11	-17	-20	.	5	-1	16	-11	.
CC1(c2ccccc2)NC(=O)N(CCN2C(=O)c3ccccc3C2=O)C1=O (centres undefined)	2.1	2	5	-4	4	3	-4	1	5	-16	-4
Cn1c(Cc2ccccc2)nnc1SCC(=O)Nc1ccccc1N1CCOCC1	2.7	10	25	-5	6	-2	5	-1	5	-11	-3
O=C(Nc1ccc(F)cc1F)N1CCCC(c2nc(-c3ccc(F)cc3)no2)C1 (centres undefined)	-1.7	-8	-40	-18	11	-24	-8	-2	-64	7	0
CCCCNC(=O)C[C@@H]1C[C@@]2(C(=O)OC)CCCCC=C2N(Cc2ccccc2)C1=O	0.2	.	.	-7	.	.	.	0	-1	-18	.
CC(C)CN(C(=O)CSc1nc2ccccc2c(=O)n1C)C1CCS(=O)(=O)C1 (centres undefined)	-2.7	-3	5	-2	4	4	-1	0	14	-25	3
O=C(Cc1ccc([N+](=O)[O-])cc1)NCc1ccncc1	1.5	5	20	-6	-20	1	-8	2	13	11	4
CN(C)CCNc1ncnc2c1ncn2[C@H]1CN(Cc2ccco2)C[C@@H](CO)O1	-1.7	-2	1	.	-7	.	2	5	17	-25	.

Results in CaV13 ICDI inh (two entries from above):
Compound,CaV13 ICDI inh
Cn1c(Cc2ccccc2)nnc1SCC(=O)Nc1ccccc1N1CCOCC1,-5
Cc1ccc2cccc(SCC(=O)N3CCOCC3)c2n1,1

(next part)
SMILES	iPSC survival up	H9c2 protect	Peg3 promoter	CaV13 ICDI inh	Shn3 3UTR inh	TRPM1 prom inh	PDI inh	m5-HT2A agonist	HIF-2a block	NR2E3 ag-1	NR2E3 ag-2
Cn1cccc1CC(=O)NNC(=S)NC(=O)c1ccccc1Br	0.1	5	14	-2	7	18	18	4	22	-22	-2
O=C(Cc1cccc2ccccc12)Nc1ccccc1	-0.3	-5	9	-21	1	-7	7	-2	-35	0	3
O=[N+]([O-])c1ccc(CSCc2ccc([N+](=O)[O-])cc2)cc1	3.7	-6	-2	-7	-34	2	1	6	1	-11	.
Cc1cc2c(cc1C)N(Cc1ccccc1)C1=NCCCN12	-0.7	-7	-5	-1	67	7	11	-4	15	-21	0
COc1ccc(Cc2nnc(NS(=O)(=O)c3ccc(NC(C)=O)cc3)s2)cc1	1.5	-5	1	-7	14	-4	4	8	6	-30	-1
CCCCc1ccc(NC(=O)CSc2nc(=O)n(CCN(C)C)c3c2CCC3)cc1	2.5	-15	26	-5	4	19	-3	-4	12	-6	2
CCOc1ccc2oc(C(=O)Nc3ccc(C)cn3)c(C)c2c1	-1.2	-8	-261	-13	-68	.	-1	-1	-229	-71	.
O=C(N/N=C/c1ccc(OCc2ccccc2)cc1)c1ccco1	0.3	10	-209	3	.	-38	8	-6	-242	-67	-1
CCN(CC(=O)Nc1c(F)cccc1F)C(=O)COc1ccc2c(C)cc(=O)oc2c1	1.1	3	-7	3	-42	-5	-5	10	-16	8	-1
COc1cc(C(CCN2CCCC(C)C2)c2c(OC)cc(OC)c3c(-c4ccccc4)cc(=O)oc23)cc(OC)c1OC (centres undefined)	-4.1	-28	87*	.	12	90*	0	-11	13	25	0
CCN1C=C(Cc2ccc(F)cc2)C2=C(C1)C(c1ccc(F)cc1)C(C#N)=C(N)O2 (centres undefined)	-2.3	-4	17	-7	12	17	-2	0	31	13	3
Cn1c(=O)c2ccccc2n(Cc2ccccc2F)c1=O	-1.3	-2	8	.	30	10	-12	-1	19	-3	0
Nn1c(SCC(=O)Nc2ccccc2)nnc(Cc2ccccc2)c1=O	-0.5	4	-11	-2	-15	1	-1	-6	7	-31	6
O=C(COC(=O)C1CCN(/C=C/C(=O)C(F)(F)F)CC1)Nc1cccc(F)c1	0.9	2	-4	-3	-11	-8	-8	2	5	2	-1
Cc1cc(C)nc(NC(=O)C(c2ccccc2)c2ccccc2)c1	-0.7	-5	17	-4	0	-9	11	5	14	-10	-1
COc1ccc([C@H]2CC(=O)C=C(c3cccc(C(C)C)c3)C2)cc1	-4.7	-8	-25	-3	-15	-1	-2	-5	-64	-62	3
NC1=NC[C@H](Cc2ccccc2)N1CC1CCCCC1	0.6	-16	-10	-5	-34	-7	8	-7	9	-8	0
CCOC(=O)C1=C(C)OC(N)=C(C#N)C1c1cc2c(cc1[N+](=O)[O-])OCO2 (centres undefined)	-0.3	-2	-13	-20	-36	-2	-13	-1	12	0	1
O=C(NCc1ccccn1)C(=O)Nc1nc(-c2ccccc2)cs1	0.7	-4	-49	18	-24	-24	-15	5	-64	-3	1
CN(CCCn1ccc(NC(=O)OCc2ccccc2)nc1=O)CCc1ccccn1	1.3	-13	-14	-3	7	.	-7	-3	3	-39	.
O=C(NN=C1CCCCC1)c1ccccc1-n1cccc1	0.4	-2	15	-10	5	3	8	6	11	-50	3
Cc1cccc(N2CCN(C(=O)c3ccc4c(c3)OCCO4)CC2)c1C	-0.4	-2	4	-2	8	2	1	6	3	5	0
CCCCCCOc1ccc(NC(=O)CC2C(=O)N(CC)C(=S)N2Cc2ccco2)cc1 (centres undefined)	-1.8	-15	14	-4	7	-4	-1	-1	12	-13	-2
Cc1cnc(NC(=O)Nc2ccc(Cl)cc2)s1	-0.8	-15	-348	-4	-30	-80	-4	3	-404	-74	3

Sorted by length of the SMILES (rising): four of the compounds above.
SMILES	iPSC survival up	H9c2 protect	Peg3 promoter	CaV13 ICDI inh	Shn3 3UTR inh	TRPM1 prom inh	PDI inh	m5-HT2A agonist	HIF-2a block	NR2E3 ag-1	NR2E3 ag-2
O=C(NN=C1CCCCC1)c1ccccc1-n1cccc1	0.4	-2	15	-10	5	3	8	6	11	-50	3
Nn1c(SCC(=O)Nc2ccccc2)nnc(Cc2ccccc2)c1=O	-0.5	4	-11	-2	-15	1	-1	-6	7	-31	6
CC1(c2ccccc2)NC(=O)N(CCN2C(=O)c3ccccc3C2=O)C1=O (centres undefined)	2.1	2	5	-4	4	3	-4	1	5	-16	-4
CCCCCCOc1ccc(NC(=O)CC2C(=O)N(CC)C(=S)N2Cc2ccco2)cc1 (centres undefined)	-1.8	-15	14	-4	7	-4	-1	-1	12	-13	-2

Later entries.
SMILES	iPSC survival up	H9c2 protect	Peg3 promoter	CaV13 ICDI inh	Shn3 3UTR inh	TRPM1 prom inh	PDI inh	m5-HT2A agonist	HIF-2a block	NR2E3 ag-1	NR2E3 ag-2
COc1cc(/C=N/NC(=O)C(=O)/C=C2\NC(C)(C)Cc3ccccc32)ccc1O	-0.1	45	45	-15	0	-6	2	4	4	12	3
CC1=C(C)C(C)=C(C#N)C(=C(C#N)C#N)N1	0.8	1	12	-20	-43	5	6	-4	8	-8	-2
CCCCNC(=O)CSc1nc2ccccc2c(=O)n1C1CCCC1	-1.4	2	34	.	-26	-3	1	0	17	-3	2
COc1ccc(C)cc1N(CC(=O)NCCSCc1ccco1)S(=O)(=O)c1ccc(C)cc1	-0.5	6	26	-3	17	6	2	2	20	5	3
Cc1onc(C(=O)NCCc2ccccc2)c1[N+](=O)[O-]	-0.4	-4	-23	-4	-21	-4	-1	3	-14	-61	1
CN(C)c1ccc(-c2nnc(-c3ccc(S(=O)(=O)C(F)F)cc3)o2)cc1	5.2	-2	-8	-12	-13	-10	3	-1	-68	-6	2
CCC(CO)Nc1ncnc2c1cnn2-c1ccc(Cl)cc1 (centres undefined)	-1.1	-13	-130	-6	-2	-21	19	-2	-111	-13	0
CCn1cnc2c1c(=O)[nH]c(=O)n2Cc1ccccc1	0.0	-3	6	.	1	-8	0	-2	6	4	-3
CCC(C)n1c(SCC(=O)NCCc2ccc(S(N)(=O)=O)cc2)nc2ccsc2c1=O (centres undefined)	4.8	17	0	-15	-6	-6	1	-2	10	-15	0
Cc1nn(C(=O)Cn2cc([N+](=O)[O-])cn2)c(C)c1Cl	0.7	5	2	-7	-2	8	0	1	11	1	0
O=C(CCCOc1ccccc1)N1CCN(S(=O)(=O)c2ccccc2)CC1	-0.3	7	-29	-3	2	-7	-6	9	-32	-4	1
Cc1cccc(N(C)C(=O)C2CCCN2S(=O)(=O)c2cccc3nsnc23)c1 (centres undefined)	0.5	0	9	-7	7	0	1	3	14	-10	-1
O=C(CN1C(=O)/C(=C/c2ccc(F)cc2)SC1=S)NC1C=CS(=O)(=O)C1 (centres undefined)	0.2	-2	-10	-3	27	-2	-8	1	10	-28	1
OCCNc1ncnc2c1c(-c1ccccc1)c(-c1ccccc1)n2Cc1ccco1	6.4	14	7	-6	6	10	-3	14*	21	-3	-5
COc1ccccc1N1CCN(CCCCN2C(=O)C3CCCCN3C2=O)CC1 (centres undefined)	0.0	-4	-14	.	1	8	4	-9	6	13	1
CCOc1ccc(N/C(=N/c2nc(C)cc(C)n2)NC(=O)CC)cc1	-0.7	-5	0	-5	13	-23	-1	-3	7	-33	-1

From PubChem BioAssay
